High-throughput results (PubChem BioAssay)
RXFP1 antagonist – RXFP1 (human) relaxin receptor antagonism. activity change, negative = inhibition, % at 57.5 µM. HEK293-RXFP1, relaxin-stimulated cAMP HTRF, 30 min; stronger effect = lower value. 350,000 compounds, 0.59% hits. Q9HBX9. AID 1259400;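 active = activity change of -60% or lower, but not beyond a set lower limit; inconclusive = change between -60% and -40%, or beyond the set limit; inactive = change above -40%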; note: % is set by controls: 0 for no effect and ±100 for the full control effect
Target sequence (Q9HBX9 whole entry, looked up): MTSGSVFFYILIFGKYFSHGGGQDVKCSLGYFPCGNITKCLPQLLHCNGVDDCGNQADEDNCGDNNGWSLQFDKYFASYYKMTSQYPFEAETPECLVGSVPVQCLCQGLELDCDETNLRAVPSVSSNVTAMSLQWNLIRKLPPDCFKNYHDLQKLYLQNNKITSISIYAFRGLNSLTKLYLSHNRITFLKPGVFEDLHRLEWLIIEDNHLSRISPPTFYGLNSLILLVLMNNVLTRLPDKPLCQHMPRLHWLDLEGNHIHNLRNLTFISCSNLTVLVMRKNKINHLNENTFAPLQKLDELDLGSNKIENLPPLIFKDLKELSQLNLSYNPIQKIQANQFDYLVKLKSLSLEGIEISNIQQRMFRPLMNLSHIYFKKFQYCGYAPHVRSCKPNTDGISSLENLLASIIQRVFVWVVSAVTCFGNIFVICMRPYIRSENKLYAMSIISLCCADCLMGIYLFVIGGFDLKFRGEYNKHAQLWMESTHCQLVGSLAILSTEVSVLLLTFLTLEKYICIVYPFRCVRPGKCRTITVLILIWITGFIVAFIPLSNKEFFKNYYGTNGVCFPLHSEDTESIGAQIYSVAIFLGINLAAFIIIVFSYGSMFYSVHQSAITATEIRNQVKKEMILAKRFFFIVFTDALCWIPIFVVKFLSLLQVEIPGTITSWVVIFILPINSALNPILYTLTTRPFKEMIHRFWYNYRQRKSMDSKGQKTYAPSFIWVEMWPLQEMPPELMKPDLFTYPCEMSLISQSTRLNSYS
D1 potentiator – human D1 dopamine receptor positive modulation | P21728 | HEK293 TREx D1 cells, calcium flux, dopamine EC20 potentiation | potentiation, % at 10 µM | 360,000 compounds, 0.036% hits; in the data active = potentiation above about 30%; note: 0% is about no effect
TRHR ag – TRH receptor (human) agonism; P34981; TRHR cells, calcium flux fluo-8, FDSS agonist mode; activation, % at 2 µM; 360,000 compounds, 0.18% hits; AID 493084; note: 0% is about no effect
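Fluo-8-loaded TRHR cells; 10 s baseline, compound added, kinetic Ca2+ fluorescence read 1/s, agonist mode.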
D1 agonist – human D1 receptor agonism | AID 504660 | 360,000 compounds, 1% hits | activation, % at 2 µM | HEK293 T-REx D1 cells, calcium flux, agonist mode; note: 0% is about no effect
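Agonism was scored from calcium flux recorded over 180 s (1 read/s) after pintool compound addition, following a 10-cycle baseline. Cells were inducible force-coupled HEK293 TREx D1, plated overnight at 30 C and loaded with no-wash calcium dye.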
D2 ag – activates the human D2 dopamine receptor; HEK293 T-REx D2 cells, calcium flux agonist mode; activation, % at 2 µM; 340,000 compounds, 0.53% hits; AID 485358;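 active = activation over 3 SD above normal in the single-dose calcium agonist read, cut at about 30% in these data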; note: 0% is about no effect
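Tetracycline-induced HEK293 Trex cells with D2 receptor force-coupled to calcium signaling, plated overnight at 30 C and loaded with no-wash calcium dye. Calcium flux read kinetically for 180 s after compound addition; responses flag agonists.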
D2 antag – D2 dopamine receptor (human) antagonism; HEK293 TREx D2 cells, calcium flux, dopamine EC80; inhibition, % at 10 µM; 340,000 compounds, 2% hits; AID 485344; in the data active = inhibition above about 30%; note: 0% is about no effect
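Cells plated overnight at 30 C with tetracycline; no-wash calcium dye, 30–90 min RT; 10 s baseline; compound pinned; 180 s read; EC80 dopamine added; another 180 s read.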
D2 PAM – positively modulates the human D2 dopamine receptor allosterically; potentiation, % at 10 µM; P14416; HEK293 T-REx D2, calcium flux, EC20 dopamine potentiation; AID 485347; 340,000 compounds, 0.34% hits;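 active = potentiation over 3 SD above the plate norm, cut at about 30% in these data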; note: 0% is about no effect
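Tetracycline-induced Hek293 Trex D2 cells, force-coupled to calcium, loaded with no-wash calcium dye. Compound added with 180 s kinetic read for agonism, then EC20 dopamine and a further 180 s read for potentiation.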
D1 antag – human D1 dopamine receptor antagonism; HEK293 TREx D1 cells, calcium flux, dopamine EC80; stronger effect = lower value; activity change, negative = inhibition, % at 10 µM; 360,000 compounds, 3.2% hits; in the data active = activity change below about -30%; note: % is set by controls: 0 for no effect and ±100 for the full control effect
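Kinetic fluorescence of a calcium dye serves as the read-out. D1-expressing Hek293 Trex cells, induced overnight at 30 C, are exposed to compound for 180 s before an EC80 dopamine addition, then read 180 s further.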
TRHR enhancer – TRH receptor (human) allosteric enhancement; 360,000 compounds, 0.66% hits; enhancement, % at 2 µM; AID 493056; TRHR cells, fluo-8 calcium fluorescence, EC20 TRH enhancement; in the data active = enhancement above about 30%; note: 0% is about no effect
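TRHR-expressing cells loaded with fluo-8 calcium dye were read kinetically (ex 480/em 530) during compound addition, then stimulated with an EC20 of TRH (10 nM final). Enhancement of the Gq-mediated intracellular calcium response was scored.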
Active calls of the source: *; ? = inconclusive; . = not tested or not shown. Cut-off read from the data, not from the text of the source, unless noted: active = activation above about 30%; inactive = the rest.

1. CC1(C2CC2)NC(=O)N(CC(=O)N2CCN(c3ccccc3)CC2)C1=O (stereo not drawn)
2. CN(C)S(=O)(=O)c1ccc(Cl)c(C(=O)NC2=NCCS2)c1
3. Cc1cnc(CN(C)Cc2c(C(=O)N3CCCCCCC3)nc3ccc(Cl)cn23)[nH]1
4. Cn1c(=O)cc(SCC(=O)Nc2cccc(C#N)c2)c2ccc(Cl)cc21
5. O=S(=O)(c1ccc(Cl)cc1)c1nc(-c2cccs2)oc1SCc1ccccc1F
6. CN(Cc1ccccc1)CC(O)COc1ccc(CNCCc2ccncc2)cc1 (stereo not drawn)
7. CC(C)Oc1ccc(CNC(=O)C2CCN(C(=O)N3CC(C)Oc4ccccc43)CC2)cc1 (stereo not drawn)
8. N#CCCN(CCC#N)S(=O)(=O)c1ccc(C(=O)Nc2nnc(C3=COCCO3)o2)cc1
Compound,1,2,3,4,5,6,7,8
RXFP1 antagonist,-7,2,5,-5,-16,7,-4,16
D1 potentiator,-2,10,-3,3,0,-2,-5,-1
TRHR ag,0.8,-1.8,0.0,0.4,1.0,0.8,-0.3,0.5
D1 agonist,2,2,9,-1,4,12,1,2
D2 ag,-0.4,-0.7,-0.1,0.7,1.2,1.0,2.3,-0.8
D2 antag,-2,-12,-10,.,.,-16,.,5
D2 PAM,5,8,3,23,16,-15,-6,-1
D1 antag,0,4,-14,12,-3,20,4,15
TRHR enhancer,0,-9,-6,2,-4,5,-3,1

9. COc1ccc(CC(=O)NNc2ncnc3c2cnn3Cc2ccccc2)cc1OC
10. Oc1[nH]c2ccc(Br)cc2c1N=Nc1ccc(F)cc1
11. O=C(CSc1nnc(-c2ccccc2)c(-c2ccccc2)n1)Nc1ccc(Br)cn1
12. COc1ccccc1NC(=O)CSCC(N)=O
13. CC(C)CN(C(=O)CCC1CCCCC1)c1c(N)n(CC(C)C)c(=O)[nH]c1=O
14. O=C(O)c1cccnc1SCC(=O)N1CCCc2ccccc21
15. CCn1c(=S)[nH]c2c(c1=O)C(C)(C)Cc1ccccc1-2
16. CC(C)(C)c1ccccc1NC(=O)c1ccc2c(c1)SC1=NS(=O)(=O)CCN12
Compound,9,10,11,12,13,14,15,16
RXFP1 antagonist,13,8,-3,0,2,3,14,-4
D1 potentiator,-5,-14,6,-4,-6,7,-1,3
TRHR ag,0.9,22,0.7,2.1,-0.5,0.4,0.6,0.5
D1 agonist,3,56*,5,3,0,2,3,2
D2 ag,0.1,9.1,-0.3,-0.6,0.0,0.5,-0.3,-0.5
D2 antag,-1,13,13,-7,-14,23,18,-9
D2 PAM,-16,7,-4,2,0,9,8,5
D1 antag,-11,12,0,-1,-9,-4,-8,-22
TRHR enhancer,11,-4,-3,5,-11,7,5,-3

17. Cc1ccc(-n2cc(CN3CCC(CO)(Cc4ccccc4)CC3)cn2)cc1
18. O=C(CN1CCOCC1)Nc1nc2ccc([N+](=O)[O-])cc2s1
19. Cc1ccc(C(=O)NCCc2ccc(S(N)(=O)=O)cc2)cc1[N+](=O)[O-]
20. CC1=NN(c2cccc(Cl)c2)C(=O)C12CC(C)=C(C)CS2 (stereo not drawn)
21. O=Cc1cn(CC(=O)NCC2CCCO2)c2ccccc12 (stereo not drawn)
22. O=C(CN1C(=O)C2CCCCN2C(=O)c2ccccc21)Nc1ccc(F)cc1 (stereo not drawn)
23. COc1cc(NC(=O)COC(=O)[C@@H]2CCCN2S(=O)(=O)c2ccc(Cl)cc2)cc(OC)c1OC
24. CCc1cc(C(=O)OC)c(N2C(=O)C3C4C=CC(C4)C3C2=O)s1 (stereo not drawn)
Compound,17,18,19,20,21,22,23,24
RXFP1 antagonist,.,3,-3,?,-2,.,-1,-7
D1 potentiator,-5,-4,12,3,-6,-3,0,-3
TRHR ag,0.5,0.4,0.6,0.2,0.1,0.2,-0.1,1.0
D1 agonist,3,5,-2,3,-2,-1,2,0
D2 ag,1.2,0.5,29,0.3,.,1.8,0.9,0.2
D2 antag,25,-8,17,-16,.,1,1,-6
D2 PAM,-23,2,-22,-4,.,6,3,-4
D1 antag,8,-24,7,-26,1,-5,-10,-18
TRHR enhancer,-11,1,-3,-4,6,0,3,-3

25. O=C(CSc1nnc2ccccn12)Nc1ccc2c(c1)OCO2
26. O=C(N/N=C/c1cc(Br)ccc1O)C(=O)Nc1ccccc1OC(F)(F)C(F)F
27. O=C(NCCOc1nc(N2CCCCC2)nc(N2CCOCC2)n1)Nc1ccccc1
28. CCCOc1ccc(C(=O)CCC(=O)OCC(=O)Nc2cccc(S(N)(=O)=O)c2)cc1
29. CCCCC1CCC(c2nc(-c3ccccn3)no2)CC1 (stereo not drawn)
30. CCO[C@@H]1OC(C(=O)N2CCOCC2)=C[C@H](c2ccccc2)[C@H]1CCCO
31. Cc1cc(Nc2cc(C)on2)n2ncnc2n1
32. C=CCn1c(NCCOC)nc2c1c(=O)n(C)c(=O)n2C
Compound,25,26,27,28,29,30,31,32
RXFP1 antagonist,-1,-28,-4,-5,-4,.,-18,-8
D1 potentiator,0,-6,1,-4,5,-2,0,0
TRHR ag,0.2,11,-1.2,0.4,0.2,0.2,0.6,1.2
D1 agonist,2,11,1,8,0,0,-3,-1
D2 ag,0.1,1.8,-1.0,-2.1,-0.2,-0.5,1.1,-0.1
D2 antag,-9,-21,-4,-23,11,-2,14,16
D2 PAM,2,7,1,9,0,3,8,1
D1 antag,9,16,1,-25,25,-6,-11,6
TRHR enhancer,-2,1,10,9,-5,3,3,11

33. Cc1cc(C)c(S(=O)(=O)Nc2ncccc2C)c(C)c1
34. C=CCN1C(=O)c2ccc(C(=O)NCCOc3ccccc3F)cc2C1=O
35. Cc1c(CCC(=O)N[C@@H](CCCNC(N)=O)C(=O)O)c(=O)oc2cc3oc4c(c3cc12)CCCC4
36. CCOc1ccc(NC(=O)Nc2ccc3snnc3c2)cc1
37. CCN1CCN(C(=O)c2cc3c(s2)-c2c(C)cccc2OC3)CC1
38. CC1CCN(CCCNc2cc(NCCO)c([N+](=O)[O-])c3nonc23)CC1
39. CC(OC(=O)c1cccnc1)C(=O)Nc1ccc2c(c1)OCO2 (stereo not drawn)
40. Cc1cc(C)nc(N2CCCC(C(=O)Nc3nc4ccc(S(C)(=O)=O)cc4s3)C2)n1 (stereo not drawn)
Compound,33,34,35,36,37,38,39,40
RXFP1 antagonist,-8,-5,3,.,-16,-18,7,-3
D1 potentiator,-7,-6,-4,-4,-10,6,0,-4
TRHR ag,-0.5,0.6,0.0,1.1,0.3,0.7,0.2,-1.5
D1 agonist,0,5,1,28,9,2,-1,4
D2 ag,-0.5,1.3,-1.0,-0.4,-0.8,-0.2,-0.6,0.2
D2 antag,-5,-14,3,.,17,-4,-29,-3
D2 PAM,6,-4,0,-1,-14,-5,-6,10
D1 antag,3,6,-5,-39*,2,2,-2,1
TRHR enhancer,3,3,4,2,1,3,-2,-3

41. Cc1ccc(N2CCN(/N=C/C3=C(N4CCOCC4)C(=C\c4ccccc4)/CC3)CC2)cc1
42. Cc1noc(NS(=O)(=O)c2ccc(N/C=C/C(=O)c3ccc4c(c3)OCO4)cc2)c1C
43. Cc1ccc(-c2nnc(Nc3ccc(C(N)=O)cc3)c3ccccc23)cc1S(=O)(=O)NCC1CCCO1 (stereo not drawn)
44. Cc1ccc(/C=C/C(=O)Nc2ccc(O)c3c(=O)cc(-c4ccccc4Cl)oc23)cc1
45. CCOC(=O)N1CCN(c2cc(N3CCN(CC)CC3)c(F)cc2[N+](=O)[O-])CC1C (stereo not drawn)
46. Cc1cc(C)n(CC(O)CN(c2ccccc2)S(=O)(=O)c2ccccc2)n1 (stereo not drawn)
47. COc1cccc(NC(=O)CSc2nncn2N)c1
48. COc1ccc(NC(=O)CCc2nnc3ccc(NCc4ccc5c(c4)OCO5)nn23)cc1
Compound,41,42,43,44,45,46,47,48
RXFP1 antagonist,2,-11,-1,.,-13,-1,3,4
D1 potentiator,-7,-1,-4,-8,-4,-2,1,3
TRHR ag,-0.6,-0.2,0.1,0.1,0.0,-0.2,-0.8,-0.9
D1 agonist,2,5,1,3,9,2,3,1
D2 ag,0.3,0.3,-1.9,-1.0,0.4,-0.3,0.4,-0.5
D2 antag,0,-3,2,-4,2,-3,5,5
D2 PAM,-12,-16,-2,2,9,-6,1,2
D1 antag,10,-4,5,-1,3,3,-17,6
TRHR enhancer,4,-6,26,4,9,-5,-9,4

Shown tab-delimited: entries from further up.
no.	compound	RXFP1 antagonist	D1 potentiator	TRHR ag	D1 agonist	D2 ag	D2 antag	D2 PAM	D1 antag	TRHR enhancer
41	Cc1ccc(N2CCN(/N=C/C3=C(N4CCOCC4)C(=C\c4ccccc4)/CC3)CC2)cc1	2	-7	-0.6	2	0.3	0	-12	10	4
42	Cc1noc(NS(=O)(=O)c2ccc(N/C=C/C(=O)c3ccc4c(c3)OCO4)cc2)c1C	-11	-1	-0.2	5	0.3	-3	-16	-4	-6
43	Cc1ccc(-c2nnc(Nc3ccc(C(N)=O)cc3)c3ccccc23)cc1S(=O)(=O)NCC1CCCO1 (stereo not drawn)	-1	-4	0.1	1	-1.9	2	-2	5	26
44	Cc1ccc(/C=C/C(=O)Nc2ccc(O)c3c(=O)cc(-c4ccccc4Cl)oc23)cc1	.	-8	0.1	3	-1.0	-4	2	-1	4
45	CCOC(=O)N1CCN(c2cc(N3CCN(CC)CC3)c(F)cc2[N+](=O)[O-])CC1C (stereo not drawn)	-13	-4	0.0	9	0.4	2	9	3	9
46	Cc1cc(C)n(CC(O)CN(c2ccccc2)S(=O)(=O)c2ccccc2)n1 (stereo not drawn)	-1	-2	-0.2	2	-0.3	-3	-6	3	-5
